# EPAC2 ag = activates human EPAC2 exchange factor | Q8WZA2 | Potency, µM (top dose mostly 154 µM), without a hit: at the top dose activation, usual class: activators | EPAC2 activation, biochemical qHTS; response scale: 100% = 6.5 mM cAMP response | 360,000 tested, 0.079% active; note: potency is the fitted concentration of half-maximal effect; nearly all actives have a fitted effect of over 50% in size
# Target sequence (Q8WZA2 whole entry, looked up): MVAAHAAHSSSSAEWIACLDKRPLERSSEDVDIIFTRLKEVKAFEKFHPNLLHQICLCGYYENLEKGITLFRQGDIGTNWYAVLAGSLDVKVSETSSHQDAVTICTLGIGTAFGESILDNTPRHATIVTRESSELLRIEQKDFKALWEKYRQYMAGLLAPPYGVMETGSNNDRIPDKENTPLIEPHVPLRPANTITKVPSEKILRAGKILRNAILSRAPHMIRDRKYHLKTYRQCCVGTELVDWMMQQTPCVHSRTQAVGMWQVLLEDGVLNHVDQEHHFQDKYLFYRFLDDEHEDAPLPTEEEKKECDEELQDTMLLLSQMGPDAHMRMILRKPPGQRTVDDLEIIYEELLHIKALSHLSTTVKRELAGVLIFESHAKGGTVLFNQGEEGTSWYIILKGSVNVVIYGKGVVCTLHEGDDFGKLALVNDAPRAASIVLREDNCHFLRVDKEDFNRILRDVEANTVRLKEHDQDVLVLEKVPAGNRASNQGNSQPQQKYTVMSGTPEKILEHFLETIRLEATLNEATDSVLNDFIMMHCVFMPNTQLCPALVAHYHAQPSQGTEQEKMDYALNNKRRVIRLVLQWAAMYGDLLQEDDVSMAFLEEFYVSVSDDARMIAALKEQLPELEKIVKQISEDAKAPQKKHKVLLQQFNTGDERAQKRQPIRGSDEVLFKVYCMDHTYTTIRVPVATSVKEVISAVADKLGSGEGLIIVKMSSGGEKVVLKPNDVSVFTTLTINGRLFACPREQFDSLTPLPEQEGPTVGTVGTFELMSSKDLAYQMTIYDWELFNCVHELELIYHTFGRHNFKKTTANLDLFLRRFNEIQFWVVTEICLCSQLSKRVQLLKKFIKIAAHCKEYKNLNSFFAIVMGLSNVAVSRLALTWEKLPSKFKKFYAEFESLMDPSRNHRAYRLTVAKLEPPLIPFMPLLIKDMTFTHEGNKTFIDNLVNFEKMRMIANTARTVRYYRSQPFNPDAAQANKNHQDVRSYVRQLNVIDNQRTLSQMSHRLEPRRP
#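 Exchange assay: 100 nM EPAC2 with 250 nM Rap1B-BODIPY-GDP and 50 uM GDP. Fluorescence (ex 480/em 540 nm) read every 5 min for 30 min at room temperature. Data normalized to 6.5 mM cAMP as agonist control.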
# D3 antag = blocks the human D3 dopamine receptor; max response, negative = inhibition, %; P35462; 360,000 tested, 2.5% active; D3R cells, DiscoveRx beta-arrestin luminescence, antagonist mode; active compounds read low; in the data active = max response below about -50%; inconclusive = no clear call, values can overlap the other calls; note: % is set by controls: 0 for no effect and ±100 for the full control effect; mostly tested at two doses, the higher about 12 µM
#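 Cells expressing the human receptor were seeded at 1500 cells/well, incubated overnight at 37 degrees C in 5% CO2, then exposed to library compounds with dopamine controls for 90 minutes at 37 degrees C before luminescent detection.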
# TDP-43 yeast inh = rescues yeast growth from TDP-43 toxicity | 410,000 tested, 1.8% active | TDP-43 expressing yeast growth rescue, BacTiter-Glo, 24 h | Potency, µM (highest dose often 46.1 µM), without a hit: at the highest dose growth rescue (activation), most hits filed as activators; note: potency is the fitted concentration of half-maximal effect; % of control where 0% means no effect; nearly all actives have a fitted effect of over 50% in size
#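 Growth rescue of TDP-43-toxic yeast measured as ATP luminescence (BacTiter-Glo). Cells grown to mid-log in raffinose, induced in galactose at OD600=0.02, exposed to compound 24 hr at 30 deg C.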
# EPAC2 antagonist = antagonists of human EPAC2; 360,000 tested, 0.18% active; Q8WZA2; EPAC2 GEF exchange of Rap1B-BODIPY-GDP, fluorescence; Potency, µM (doses to about 114 µM), for inactives: at the top dose activity, negative = inhibition, hits mostly inhibitors; note: potency is the fitted concentration of half-maximal effect; % is set by controls: 0 for no effect and ±100 for the full control effect; nearly all actives have a fitted effect of over 45% in size; many of its hits are not listed in these tables
# D3 ag = agonists of human D3 dopamine receptor | P35462 | max activation, % | 410,000 tested, 0.58% active | D3R DiscoveRx beta-arrestin cells, luminescence, 90 min; in the data active = max activation above about 30%; note: 0% is about no effect; mostly tested at two doses, the higher about 12 µM
#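 Agonist-mode cell screen: cells plated at 1500/well and incubated overnight at 37 °C, then exposed to library compounds for 90 min at 37 °C. Detection reagent was added for 30–60 min at room temperature, and luminescence was read.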
# aSyn rescue = rescues yeast growth from alpha-synuclein toxicity; Yeast expressing alpha-synuclein, growth rescue, BacTiter-Glo, 24 h; Potency, µM (titrated, usually from 46.1 µM), for inactives: at the highest dose growth rescue (activation), most hits filed as activators; 370,000 tested, 0.14% active; note: potency is the fitted concentration of half-maximal effect; % of control where 0% means no effect; nearly all actives have a fitted effect of over 65% in size
#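 Screening used galactose-induced yeast with toxic alpha-synuclein levels, exposed to compound for 24 hr at 30 deg C. Cell growth, read with BacTiter-Glo luminescence, gave the measured signal.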
# FUS suppressor = rescues growth of FUS-expressing yeast | Potency, µM (highest dose often 76.6 µM), inactives show at the top dose growth rescue (activation), actives largely listed as activators | S. cerevisiae FUS-expressing, growth rescue, OD600, 24 h | 390,000 tested, 0.24% active;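 note: potency is the fitted concentration of half-maximal effect; plate controls were DMSO vehicle for no effect and reference control for full effect; nearly all actives have a fitted effect of over 55% in size; some results filed as inactive show a strong effect at the top dose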
#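 Read-out: OD at 600 nm after 24hr at 30C, reporting rescue of FUS-induced yeast toxicity. Cells at OD 0.005 in galactose (2%) minimal medium; compounds tested in a dilution series; CP55940 titration from 92uM final as control.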
# Abeta yeast res = A-beta toxicity reversal in yeast. yeast expressing A-beta42, growth rescue, OD600, 48 h; response scale: 0% DMSO, 100% iron-clioquinol control. Potency, µM (top dose mostly 46.1 µM), without a hit: top-dose growth rescue, usual class: activators. 410,000 tested, 0.063% active. AID 1347071; note: potency is the fitted concentration of half-maximal effect; nearly all actives have a fitted effect of over 55% in size
#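 Growth rescue measured by 600 nm absorbance after 48 h yeast culture at 30 C with compound. Values normalized between DMSO and an equimolar ferric chloride plus clioquinol control.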
# Numbers without * were called inactive; ? = inconclusive; · = not tested or not shown; [ ] = dose if it differs, or a comment. Unless noted, calls come from the whole dose curve; as a rule, active = well fitted curve in the direction sought with a large enough effect; inconclusive = small, poorly fitted or top-dose-only effect, or another doubt; inactive = no such curve, though single readings can be large; an effect the other way counts as inactive or inconclusive. An excerpt; the hit share may differ from the screen's.
SMILES,EPAC2 ag,D3 antag,TDP-43 yeast inh,EPAC2 antagonist,D3 ag,aSyn rescue,FUS suppressor,Abeta yeast res
CN(C)P(=O)(Nc1cccc2ccccc12)Nc1cccc2ccccc12,-7%,6,9%,11%,6,-2%,·,-7%
CCOCCCNC(=O)c1ccc(NC(C)=O)cc1,10%,19,-6%,-7%,5,2%,42%,1%
Cc1cccc(C)c1-n1nnnc1-c1nc2cc(Br)ccc2[nH]c1=O,4%,?,2%,3%,-5,-5%,-13%,-21%
COc1ccc(C2C(=O)N(C3CCC(C)CC3)CC(=O)N2C2CCCC2)cc1OC (stereo unspecified),·,·,3%,·,-15,·,-5%,9%
CCOc1cc(C(=O)Nc2nnc3n2CCS3)cc(OCC)c1OCC,·,·,30%,·,-4,0%,-18%,-5%
Cc1nc(Cc2nnc(SC(C)C(=O)Nc3ccccc3)o2)cs1 (stereo unspecified),-1%,6,21%,11%,3,4%,-35%,1%
COC(=O)c1cc(NC2c3ccccc3C(=O)N2c2ccc(Cl)cn2)cc(C(=O)OC)c1 (stereo unspecified),4%,-2,13%,1%,0,8%,-1%,5%
CCOC(=O)C1CCN(C(=O)c2ccccc2)c2scc(-c3ccccc3)c2C1=O (stereo unspecified),5%,0,9%,-13%,1,8%,27%,1%
CCOC(=O)CSc1nc2ccc(NC(=O)c3ccc(Cl)cc3)cc2s1,·,·,7%,·,2,·,3%,-6%
Cc1ccccc1CN1CCN(CC(=O)NCc2ccco2)C1=O,4%,-25,0%,9%,0,0%,-41%,8%[9.22 µM]
Cc1ccc(C(=O)NCc2ccco2)o1,10%,15,-13%,-6%,-2,-11%,-3%,15%
CC(=O)Nc1ccc(NCc2cccs2)cc1,6%,-14,12%,13%,-4,1%,-23%,-11%

# Ten structures out of the list, ordered by SMILES length, lowest first:
SMILES,EPAC2 ag,D3 antag,TDP-43 yeast inh,EPAC2 antagonist,D3 ag,aSyn rescue,FUS suppressor,Abeta yeast res
Cc1ccc(C(=O)NCc2ccco2)o1,10%,15,-13%,-6%,-2,-11%,-3%,15%
CC(=O)Nc1ccc(NCc2cccs2)cc1,6%,-14,12%,13%,-4,1%,-23%,-11%
CCOCCCNC(=O)c1ccc(NC(C)=O)cc1,10%,19,-6%,-7%,5,2%,42%,1%
Cc1ccccc1CN1CCN(CC(=O)NCc2ccco2)C1=O,4%,-25,0%,9%,0,0%,-41%,8%[9.22 µM]
Cc1nc(Cc2nnc(SC(C)C(=O)Nc3ccccc3)o2)cs1 (stereo unspecified),-1%,6,21%,11%,3,4%,-35%,1%
CN(C)P(=O)(Nc1cccc2ccccc12)Nc1cccc2ccccc12,-7%,6,9%,11%,6,-2%,·,-7%
CCOC(=O)CSc1nc2ccc(NC(=O)c3ccc(Cl)cc3)cc2s1,·,·,7%,·,2,·,3%,-6%
Cc1cccc(C)c1-n1nnnc1-c1nc2cc(Br)ccc2[nH]c1=O,4%,?,2%,3%,-5,-5%,-13%,-21%
CCOC(=O)C1CCN(C(=O)c2ccccc2)c2scc(-c3ccccc3)c2C1=O (stereo unspecified),5%,0,9%,-13%,1,8%,27%,1%
COC(=O)c1cc(NC2c3ccccc3C(=O)N2c2ccc(Cl)cn2)cc(C(=O)OC)c1 (stereo unspecified),4%,-2,13%,1%,0,8%,-1%,5%

# Next section.
SMILES,EPAC2 ag,D3 antag,TDP-43 yeast inh,EPAC2 antagonist,D3 ag,aSyn rescue,FUS suppressor,Abeta yeast res
Nc1cc(Oc2ccc(F)cc2F)cc([N+](=O)[O-])c1,-3%,-1,-19%[0.397 µM],1%,0,-4%,-1%,-16%
C=CCN(CC=C)S(=O)(=O)c1ccc(NC(=S)NC(=O)c2ccc(-c3ccccc3)cc2)cc1,2%,24,10%,-5%,-5,16%,7%,3%
CCCCN(CC)CCNc1c(NC2CCN(C(=O)OCC)CC2)c(=O)c1=O,0%,8,?,6%,0,-1%,-23%,17%
COc1ccc(N2CC(NC(=O)CCCc3ccccc3)CC2=O)cc1 (stereo unspecified),·,·,8%,·,-16,·,23%,-10%
Cc1ccc(S(=O)(=O)c2nc(NCc3ccc4c(c3)OCO4)sc2Cl)cc1,7%,-3,11%,-5%,-8,19%,16%,31%
CCOc1ccc(N=Cc2ccccc2O)cc1,-1%,7,10%,-2%,7,-4%,·,0%
CCCCc1nc2ccccc2c(=O)n1NC(=O)c1c(O)c2ccccc2n(C)c1=O,-5%,3,-7%[0.397 µM],-14%,16,2%,-13%,-21%
CC(NC(=O)c1ccco1)C(=O)N1CCN(c2ccccc2)CC1 (stereo unspecified),8%,-17,-5%,10%,-3,-4%,12%,-8%
CCc1ccc(/C=C2\SC(=S)N(CCCC(=O)NC3=NCCS3)C2=O)cc1,9%,-21,1%,-2%,1,?,-11%,-2%
O=[N+]([O-])c1cccc(S(=O)(=O)Nc2ccc(S(=O)(=O)N3CCCC3)cc2)c1,-3%,-3,17%,8%,3,-3%,·,6%
COc1ccc(CCNC(=O)CC2SC(=NCc3ccccc3)NC2=O)cc1 (stereo unspecified),-1%,7,5%,-2%,4,0%,21%,-3%
Cc1cc(C(=O)Nc2ccccn2)cs1,-7%,13,-10%,-1%,24,-13%,8%,-15%
CC(C)c1ccc(C(CC(=O)O)NC(=O)c2cccs2)cc1 (stereo unspecified),-5%,6,-14%,14%,-14,1%,5%,-9%
Cc1cccc(N2C(=O)N(CC(=O)C(C)(C)C)c3ccccc3S2(=O)=O)c1C,·,·,28%,·,0,·,?,?
Cc1cc(C)nc(NC(=NCCc2c[nH]c3ccccc23)NC(=O)Nc2cccc([N+](=O)[O-])c2)n1,1%,42,?,11%,-7,-6%,·,-24%
CCOC(=O)c1ccccc1NC(=O)c1ccc(Cl)c(S(=O)(=O)N2CCOCC2)c1,8%,11,9%,-3%,6,2%,3%,-10%
CCOC(=O)Cc1nnc(NC(=O)CSc2nnc3c4ccccc4n(C)c3n2)s1,5%,-12,-14%,-4%,-2,3%,13%,-5%
CC(C)Oc1ccccc1OCCCCn1cnc2ccccc2c1=O,0%,15,-1%,-2%,1,6%,-7%,-3%
CCC(C)(C)n1nnnc1C(C(C)C)N(CCN1CCOCC1)Cc1cc2cccc(C)c2[nH]c1=O (stereo unspecified),0%,6,-39%[inhibitor],13%,3,-7%,?,14%
CCCCCOc1ccc(C2NC(=O)NC2=O)cc1 (stereo unspecified),-2%,-21,13%,5%,-2,9%,28%,-8%
Cc1cccc(C(=O)Nc2ccc(S(=O)(=O)N3CCCCC3c3cccnc3)cc2)c1 (stereo unspecified),·,·,-6%,·,-5,·,26%,-4%
CCOc1ccccc1N(CC(=O)NCC1CCCO1)C(=O)CCC(=O)Nc1nccs1 (stereo unspecified),-3%,14,16%,9%,2,0%,-11%,-2%
CCOC(=O)N1N=C(C)CC1(O)c1ccc(Cl)cc1 (stereo unspecified),1%,0,29%,-3%,-3,2%,-8%,-17%
Cc1cc(C)c2c(=O)[nH]c(SCC(=O)c3ccc(C)c(C)c3)nc2n1,-4%,-4,-17%,9%,-2,10%,10%,-3%
COc1ccc(/C=N/NC(=O)C2C3CCCCC32C)cc1OC (stereo unspecified),2%,1,-8%,-6%,-3,0%,10%,4%
COc1ccc(OC)c(C(c2nnnn2CC2CCCO2)N2CCN(C)CC2)c1 (stereo unspecified),12%,-24,1%,-2%,-8,-6%,-17%,14%
CCOC(=O)CSc1ncc(OC)c(Sc2ccc(OC)cc2)n1,5%,15,25%,4%,1,?,31%,9%
COc1cc(/C=N/N=C2/NC(=O)C(CC(=O)O)S2)ccc1OCc1ccc(Cl)cc1 (stereo unspecified),-2%,8,10%,-12%,-1,-1%,29%,17%
COc1ccccc1CN(C(=O)c1cnccn1)C(C(=O)NC1CCCCC1)c1cc(OC)c(OC)c(OC)c1 (stereo unspecified),6%,2,-28%,3%,5,-5%,13%,5%
Cc1nnc(N2CCOCC2)c2nn(-c3ccccc3)c(C)c12,-2%,-18,3%,-2%,-4,-1%,8%,-5%
CCN(CC)C(=O)c1csc(Nc2cccc3ccccc23)n1,3%,12,-17%[1.82 µM],14%,-3,4%,6%,?
O=C(CSc1nc2cc(S(=O)(=O)N3CCOCC3)ccc2o1)Nc1c(F)cccc1F,3%,-11,-21%[0.397 µM],-13%,-12,-6%,26%,5%
CN(C)S(=O)(=O)N1CCN(C(=O)N2CCCCC2)CC1,9%,-15,-18%,-1%,-10,-4%,-18%,-9%
CC1CCC(NC(=O)CCCn2sc3ccccc3c2=O)CC1 (stereo unspecified),-10%,12,?,-13%,-9,9%,5%,-7%
COc1ccc(CN(CC2CCCO2)C(=O)c2cc3ccccc3oc2=O)cc1 (stereo unspecified),-1%,7,22%,-28%,0,8%,-11%,12%
COCCn1c(CNC(=O)c2ccc(C)cc2)nc2cccnc21,·,·,7%,·,5,·,-16%,-2%
Cc1cc(=O)[nH]c(-c2ccccc2O)n1,10%,-15,-14%,-1%,-6,-2%,30%,-9%
O=C(O)Cc1ccc(NC(=S)NCc2ccco2)cc1,4%,6,6%,10%,-1,-20%,·,0%
CC(C)(C)c1ccc(NC(=O)c2cc(C3CCCN(C(=O)CCc4ccccc4)C3)on2)cc1 (stereo unspecified),-11%,60,26%,-23%,4,4%,45%,-1%
Cc1ccc(OCC(=O)Nc2cccc(S(=O)(=O)N3CCOCC3)c2)c([N+](=O)[O-])n1,-1%,7,-4%,-7%,-2,-4%,18%,3%
CC(NS(=O)(=O)c1cccc(C(=O)O)c1)C12CC3CC(CC(C3)C1)C2 (stereo unspecified),6%,-8,-23%,-5%,3,16%,12%,-1%

# Compound activity deposited in PubChem by National Center for Advancing Translational Sciences (NCATS).
